Source: PubChem BioAssay (National Center for Advancing Translational Sciences (NCATS))
TRb-SRC2 inh = TRbeta-SRC2 interaction inhibition | TRbeta-SRC2 peptide binding, fluorescence polarization; receptor liganded with 1 µM T3 | Potency, µM (top dose mostly 106 µM), without a hit: top-dose activity change, negative = inhibition, most hits filed as inhibitors | 280,000 tested, 0.065% active | AID 1469;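 further: potency means the concentration at half of the fitted maximal effect; plate controls were bound peptide for no effect and peptide without receptor for full effect; nearly all actives have a fitted effect of over 50% in size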
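Read-out is fluorescence polarization (555 nm excitation, 632 nm emission) of a Texas Red SRC2 coactivator peptide; loss of signal reflects blocked binding to human TRb ligand-binding domain in the presence of 1 uM T3.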
TR SRC2 fluor cs = alters Texas Red total fluorescence, flagging assay interference | TRb/SRC2 Texas Red total fluorescence interference | Potency, µM (top dose mostly 106 µM), without a hit: at the top dose fluorescence change, negative = quenching | 280,000 tested, 0.29% active | AID 1479; active means well fitted curve in either direction with a large enough effect; inconclusive means small, poorly fitted or top-dose-only effect; further: potency means the concentration at half of the fitted maximal effect; on the % scale 0 is the no-effect control and ±100 the full control effect
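Flags fluorescent or light-absorbing compounds by total fluorescence, S + 2P, at 555 nm excitation and 632 nm emission. Mixture: 20 nM Texas Red SRC2 peptide, 0.6 uM human TRb LBD, 1 uM T3, 5% DMSO; compound exposure 5 h at ambient temperature.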
NPSR antag = antagonists of human neuropeptide S receptor cAMP signaling; Q6W5P4; CHO-NPSR cells, cAMP TR-FRET, antagonist mode; Potency, µM (series often up to 38.3 µM), without a hit: at the highest dose activity change, negative = inhibition, hits mostly inhibitors; 220,000 tested, 1% active; AID 1461; further: potency means the concentration at half of the fitted maximal effect; on the % scale 0 is the no-effect control and ±100 the full control effect; nearly all actives have a fitted effect of over 50% in size; many of its hits are not listed in these tables
Target sequence (Q6W5P4 whole entry, looked up): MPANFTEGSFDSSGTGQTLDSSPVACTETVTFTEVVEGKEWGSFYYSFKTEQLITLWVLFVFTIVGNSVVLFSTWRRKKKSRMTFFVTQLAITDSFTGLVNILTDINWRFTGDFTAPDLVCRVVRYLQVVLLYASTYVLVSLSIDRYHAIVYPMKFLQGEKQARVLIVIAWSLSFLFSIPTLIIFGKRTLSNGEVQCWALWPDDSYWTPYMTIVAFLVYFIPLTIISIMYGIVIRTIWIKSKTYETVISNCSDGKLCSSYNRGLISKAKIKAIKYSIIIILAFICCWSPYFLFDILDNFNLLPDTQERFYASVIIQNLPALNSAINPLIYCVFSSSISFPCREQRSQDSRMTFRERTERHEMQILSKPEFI
GLA spleen mod = inhibitors or activators of human alpha-galactosidase in spleen homogenate. human spleen homogenate, 4MU-alpha-Gal fluorescence, 40 min. Potency, µM (doses to about 80 µM), for inactives: top-dose activity change, negative = inhibition, usual class: inhibitors. 240,000 tested, 0.008% active. AID 2107;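 further: potency means the concentration at half of the fitted maximal effect; 0% = enzyme with vehicle and -100% = no enzyme basal signal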
Target sequence (P06280 32-429 limits assumed): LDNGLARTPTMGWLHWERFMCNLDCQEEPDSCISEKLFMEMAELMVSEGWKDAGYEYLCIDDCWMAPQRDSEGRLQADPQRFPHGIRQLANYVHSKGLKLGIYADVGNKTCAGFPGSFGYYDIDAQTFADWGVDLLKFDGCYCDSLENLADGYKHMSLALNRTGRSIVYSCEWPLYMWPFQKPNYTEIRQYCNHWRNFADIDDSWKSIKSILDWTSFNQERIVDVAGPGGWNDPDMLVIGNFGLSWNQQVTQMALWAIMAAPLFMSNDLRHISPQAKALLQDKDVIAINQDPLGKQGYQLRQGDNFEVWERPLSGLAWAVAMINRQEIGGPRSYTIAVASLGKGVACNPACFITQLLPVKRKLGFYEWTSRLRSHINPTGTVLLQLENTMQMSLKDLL
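Inhibition or activation of alpha-galactosidase in human spleen homogenate is scored by 4-MU fluorescence after 40 min at 37C, pH 5.0, with 1 mM substrate. AC50s come from concentration-response fitted to the Hill equation.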
Tau FP inhib = inhibitors of human tau fibril formation; P10636; K18 P301L tau heparin fibrillization, Alexa594 FP, 6 h; Potency, µM (doses to about 57.7 µM), for the others: at the top dose activity, negative = inhibition, usual class: inhibitors; 280,000 tested, 0.39% active; AID 1468; further: potency means the concentration at half of the fitted maximal effect; on the % scale 0 is the no-effect control and ±100 the full control effect; nearly all actives have a fitted effect of over 55% in size
Target sequence (P10636 561-689 P618L limits assumed): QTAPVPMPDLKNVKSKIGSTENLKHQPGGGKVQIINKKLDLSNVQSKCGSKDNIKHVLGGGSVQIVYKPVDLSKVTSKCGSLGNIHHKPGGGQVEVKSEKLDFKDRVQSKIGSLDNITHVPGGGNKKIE
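K18 P301L tau (15 uM unlabeled/0.24 uM Alexa 594-labeled, final) + compound + heparin 20 uM final; 100 mM NaOAc pH 7; 6 hr 37 C; ThT 30 uM final added, 1 hr RT; FP ex 555/em 632 nm.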
CBFb RUNX1 block = inhibitors of human CBF-beta and RUNX1 interaction; Q01196+Q13951; AlphaScreen CBFb-His/RUNX1-biotin binding, biochemical; Potency, µM (series often up to 59.8 µM), for the others: top-dose activity, negative = inhibition, hits mostly inhibitors; 230,000 tested, under 10 active; AID 1477; further: % of control where 0% means no effect
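Inhibition was taken as any reduction in AlphaScreen signal from the CBF-beta–RUNX1 pair (His and biotin tags, 30 nM each), measured after compound (15 min) and bead (90 min) incubations at room temperature.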
Tau fluor cs = counter-screen for tau fibril formation inhibitors; Potency, µM (series often up to 57.7 µM), inactives show at the top dose activity change, negative = decrease; 280,000 tested, 0.93% active; tau K18 P301L Alexa594 fluorescence, heparin fibrillization; further: potency means the concentration at half of the fitted maximal effect; on the % scale 0 is the no-effect control and ±100 the full control effect; nearly all actives have a fitted effect of over 55% in size
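Human tau K18 P301L (15 uM unlabeled, 0.24 uM Alexa 594-labeled) in 100 mM sodium acetate pH 7 with 20 uM heparin, 6 hr at 37 C. ThT 30 uM added, 1 hr ambient; Alexa 594 FP and total fluorescence read at 555/632 nm.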
Epigenetic derep = derepresses silenced GFP reporter in murine cells; 280,000 tested, 0.2% active; Potency, µM (doses to about 53.9 µM), for the others: at the highest dose GFP activation, most hits filed as activators; murine LDR cells, GFP reporter derepression, 30 h; further: potency means the concentration at half of the fitted maximal effect; % of control where 0% means no effect; nearly all actives have a fitted effect of over 60% in size
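In this reporter-derepression format, murine cells bearing a silenced integrated CMV-GFP locus incubate with test compound (30 h, 37 C), then are washed and imaged; fluorescent objects of 20–120 um count as induced cells.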
* = called active by the depositor; ? = inconclusive; / = not tested or not shown; [ ] = another dose, or the depositor's remark. Unless noted, the call rests on the fitted dose curve; in most records, active means well fitted curve in the direction sought with a large enough effect; inconclusive means small, poorly fitted or top-dose-only effect, or another doubt; inactive means no such curve, though single readings can be large; an effect the other way counts as inactive or inconclusive.

| Compound | GLA spleen mod | Tau FP inhib | CBFb RUNX1 block | Epigenetic derep | Tau fluor cs | NPSR antag | TR SRC2 fluor cs | TRb-SRC2 inh |
| --- | --- | --- | --- | --- | --- | --- | --- | --- |
| O=C(Cn1c(=O)n(-c2ccccc2)c(=O)c2c3c(sc21)CCC3)c1ccc(F)cc1 | / | -2% | / | -0.9% | -8% | / | -21% | 2% |
| CCOC(=O)N1CCC(N2C(=O)c3ccccc3C2Nc2ccccc2)CC1 (stereo unspecified) | 1% | 2% | -2% | -0.2% | -15% | -15%[46.1 µM] | -1% | -1% |
| CC(NC(=O)c1ccc(CS(=O)(=O)Cc2ccccc2F)o1)c1ccc2c(c1)OCCO2 (stereo unspecified) | -2% | -8% | -1% | -1.0% | -6% | -18%[46.1 µM] | -2% | -21% |
| N#CC1=C(N)OC2=C(CN(Cc3ccccc3)C/C2=C\c2cccnc2)C1c1cccnc1 (stereo unspecified) | 2% | -15% | 2% | -0.9% | -11% | -20%[46.1 µM] | ? | ? |
| COc1cccc2c1cc1c(=O)n(CC(=O)NC3CCCCC3)nc(C)n12 | / | -6% | / | 0.0% | -6% | / | -15% | 1% |
| Cc1cc(OCCn2ccnc2)cc(C(C)C)c1 | 2% | 2% | 2% | 1.1% | 4% | 14% | -1% | 4% |
| CCOC(=O)C1CCN(C(=O)C23CC4CC(CC(C4)C2)C3)CC1 | 0% | -1% | 2% | -0.9% | -7% | -17%[46.1 µM] | 1% | 0% |
| O=C(O)C1OC(O)C(O)C(O)C1O (stereo unspecified) | -2% | -1% | 10%[21.7 µM] | 0.6% | -12% | / | 0% | -14% |
| O=C(Cn1c(C(F)(F)F)nc2ccccc21)Oc1cccc(C(F)(F)F)c1 | 3% | -6% | -2% | 1.5% | -14% | 8%[46.1 µM] | -4% | 1% |
| N#Cc1ccccc1Cn1c(=O)n(-c2ccccc2)c(=O)c2c3c(sc21)CCC3 | / | -13% | / | 2.7% | -10% | / | 1% | -2% |
| Cc1c(NC(=O)c2sc3c([N+](=O)[O-])cccc3c2Cl)cccc1-c1nc2ccccc2o1 | / | 7% | / | 0.7% | -15% | / | -29% | -5% |
| COc1ccc(NC(=O)N2CCN(CCC#N)CC2)cc1 | -5% | 0% | 0% | 2.8% | -6% | -12%[46.1 µM] | 1% | -3% |
| Cc1nn(C(=O)CN2C(=O)c3ccccc3C2=O)c(C)c1Br | 7% | -4% | -2% | 0.0% | -7% | -3%[46.1 µM] | -4% | -5% |
| COC(=O)c1cc(NC(=O)c2cc(C)oc2C)cc(C(=O)OC)c1 | -6% | 11% | -6% | -0.8% | -22% | -20%[46.1 µM] | -1% | 4% |
| CCOC(=O)C1=C(C)NC2=C(C(=O)CCC2)C1c1cccnc1 (stereo unspecified) | 24% | 3% | 4% | 0.0% | -3% | -13%[46.1 µM] | 2% | -3% |
| CC1CCN(Cc2nnnn2-c2ccc(Cl)cc2)CC1 | -4% | 9% | 6% | 1.1% | 2% | 12% | 1% | -7% |
| CCOc1ccc(S(=O)(=O)N2CCC(n3c(C)nc4cccnc43)CC2)cc1 | / | 5% | / | -2.9% | -14% | / | -2% | 7% |
| Nc1nccc(-c2cc(-c3ccc(Cl)cc3Cl)no2)n1 | 2% | 0% | 5% | 6.6% | -17% | -6% | 0% | -1% |
| COCCn1nnnc1CN(Cc1cc2cc(OC)c(OC)cc2[nH]c1=O)C1CCCC1 | ? | -10% | -17% | 0.7% | -2% | -16%[46.1 µM] | -10% | 0% |
| Nc1ccccc1SC1CC(=O)N(c2ccccc2Cl)C1=O (stereo unspecified) | 8% | -3% | 6% | 2.2% | -10% | 6% | -4% | 2% |
| O=C(O)[C@H]1CCCC[C@H]1C(=O)NCCNC(=O)[C@@H]1CCCC[C@@H]1C(=O)O | 3% | -1% | 11% | -1.0% | -7% | -1%[46.1 µM] | -2% | -15% |
| CCOC(=O)c1c(C)[nH]c(C)c1S(=O)(=O)N(C)CC(=O)Nc1ccc(C)c(N(C)C)c1 | / | -4% | / | 2.0% | -27% | / | -1% | 2% |
| CC(C)n1c(O)c(N=NC(=O)Cc2csc(N3CCOCC3)n2)c2ccccc21 | 7% | -6% | 1% | -0.2% | -12% | -6% | -6% | -4% |
| CC1(c2ccccc2)NC(=O)N(CC(=O)N2CCOCC2)C1=O (stereo unspecified) | -5% | -3% | -4% | -1.9% | 3% | 15%[46.1 µM] | 1% | -6% |
| O=C(NS(=O)(=O)c1ccccc1)c1ccccc1O | -1% | 1% | -4% | -4.8% | 3% | -3%[46.1 µM] | -1% | -23% |
| COc1cnc(-c2cccc(C(F)(F)F)c2)nc1OC | -7% | -14% | -4% | -5.2% | -12% | -1% | 0% | -1% |
| COCC1CCN(Cc2cn[nH]c2-c2ccc(OC)c(F)c2)C1 (stereo unspecified) | -20% | -10% | 0% | -0.8% | -17% | 34% | -1% | -4% |
| CCC/C(=N\NC(=O)Cc1csc(N2CCOCC2)n1)c1ccccc1 | 4% | -3% | 1% | 1.3% | 4% | 1% | -1% | 7% |
| COc1ccc(C(c2nnnn2Cc2ccccc2)N2CCN(C(=O)c3ccco3)CC2)cc1OC (stereo unspecified) | 1% | 3% | 6% | -4.1% | -2% | -26%[46.1 µM] | 0% | -14% |
| CC1CCc2c(sc3nnn(Cc4ccc(F)cc4)c(=O)c23)C1 (stereo unspecified) | / | -3% | / | 1.0% | ? | / | 0% | -4% |
| CCOC(=O)c1sc(NC(=O)Nc2ccc(Cl)cc2)nc1C | -3% | ? | -4% | 2.3% | ? | -7%[46.1 µM] | 1% | -22% |
| CN1C(=O)CSc2ccc(NC(=O)N3CCN(c4ccccn4)CC3)cc21 | 6% | -3% | -21% | 0.0% | -18% | -2%[46.1 µM] | -5% | 12% |
| Cc1nn(CCC(=O)O)c(C)c1C | 3% | -11% | -1% | -1.0% | -11% | -2%[46.1 µM] | -1% | -1% |
| COc1ccc(NC(=O)C(=S)N2CCCC2)cc1 | 10% | 14% | -3% | 2.6% | 4% | 6% | -2% | 0% |
| C/C(=N\NC(=S)Nc1ccc(F)cc1)c1ccc2c(c1)OCCO2 | -10% | 13% | -25% | 1.1% | ? | -43% | 0% | 6% |
| COC(=O)CSc1nnc(CNC(=O)c2cccc(C)c2)n1-c1ccccc1OC | -1% | 2% | -5% | -0.9% | -6% | -10%[46.1 µM] | 2% | 4% |
| CCOC(=O)N1CCC(NC(=S)Nc2ccc3nc(N4CCN(CC)CC4)cc(C)c3c2)CC1 | 1% | 12% | 19% | 8.7% | -17% | -23% | -1% | 4% |
| COc1ccc(C(OCC2CO2)c2ccc(OC)cc2)cc1 (stereo unspecified) | -1% | 0% | 2% | 0.4% | -3% | 1% | -2% | 5% |
| CC(C)CN(CC(C)C)C(=O)CS(=O)(=O)Cc1ccccc1 | 2% | 4% | -8% | -4.5% | 7% | 1%[46.1 µM] | -5% | -8% |
| COc1ccccc1C(=O)OCc1c(F)cccc1Cl | -13% | 8% | 11% | 0.9% | -1% | -12%[46.1 µM] | -2% | 6% |
| CN1CCc2cc(NC(=O)Nc3cccnc3)ccc21 | 9% | ? | -9% | -0.1% | ? | -14%[46.1 µM] | -2% | 4% |
| CC(C(=O)Nc1ccccn1)N1C(=O)C2C3C=CC(C3)C2C1=O (stereo unspecified) | -21% | -7% | 5% | -1.0% | -19% | 1%[46.1 µM] | -10% | 0% |
| Clc1ccccc1CSc1nncn2c1cc1occc12 | / | -2% | / | 0.7% | -28% | / | -3% | -4% |
| CN(C)c1oc(/C=C/c2ccc(F)cc2)nc1C#N | / | -14% | / | -4.6% | -11% | / | -1% | -5% |
| CCOCCc1nnc(NC(=O)C(=O)c2cc(C)n(-c3ccc(Cl)cc3)c2C)s1 | / | ? | / | -4.8% | -22% | / | 0% | -1% |
| COc1cccc(NC(=O)Nc2ccc(C(C)(C)C)cc2)c1 | -18% | ? | 4% | 0.0% | 28µM*[quencher] | -26% | 1% | 9% |
| Cc1nnsc1-c1c(C(=O)O)c(C)nn1-c1ccc(OC(F)(F)F)cc1 | -4% | -3% | 9% | -0.3% | 0% | 16% | -5% | -1% |
| O=C1CC(N2CCN(c3ccc(S(=O)(=O)N4CCOCC4)cc3)CC2)C(=O)N1Cc1ccccc1 (stereo unspecified) | -6% | -3% | 3% | -0.8% | -2% | -2%[46.1 µM] | 0% | -17% |

Shown with values under each structure: part of the list above.
Below each compound: GLA spleen mod, Tau FP inhib, CBFb RUNX1 block, Epigenetic derep, Tau fluor cs, NPSR antag, TR SRC2 fluor cs, TRb-SRC2 inh
> COc1cnc(-c2cccc(C(F)(F)F)c2)nc1OC
→ -7%, -14%, -4%, -5.2%, -12%, -1%, 0%, -1%
> COCC1CCN(Cc2cn[nH]c2-c2ccc(OC)c(F)c2)C1 (stereo unspecified)
→ -20%, -10%, 0%, -0.8%, -17%, 34%, -1%, -4%
> CCC/C(=N\NC(=O)Cc1csc(N2CCOCC2)n1)c1ccccc1
→ 4%, -3%, 1%, 1.3%, 4%, 1%, -1%, 7%
> COc1ccc(C(c2nnnn2Cc2ccccc2)N2CCN(C(=O)c3ccco3)CC2)cc1OC (stereo unspecified)
→ 1%, 3%, 6%, -4.1%, -2%, -26%[46.1 µM], 0%, -14%
> CC1CCc2c(sc3nnn(Cc4ccc(F)cc4)c(=O)c23)C1 (stereo unspecified)
→ /, -3%, /, 1.0%, ?, /, 0%, -4%
> CCOC(=O)c1sc(NC(=O)Nc2ccc(Cl)cc2)nc1C
→ -3%, ?, -4%, 2.3%, ?, -7%[46.1 µM], 1%, -22%
> CN1C(=O)CSc2ccc(NC(=O)N3CCN(c4ccccn4)CC3)cc21
→ 6%, -3%, -21%, 0.0%, -18%, -2%[46.1 µM], -5%, 12%
> Cc1nn(CCC(=O)O)c(C)c1C
→ 3%, -11%, -1%, -1.0%, -11%, -2%[46.1 µM], -1%, -1%
> COc1ccc(NC(=O)C(=S)N2CCCC2)cc1
→ 10%, 14%, -3%, 2.6%, 4%, 6%, -2%, 0%
> C/C(=N\NC(=S)Nc1ccc(F)cc1)c1ccc2c(c1)OCCO2
→ -10%, 13%, -25%, 1.1%, ?, -43%, 0%, 6%

An excerpt; rates above refer to the full screens.
